Assay outcomes: PubChem, Sanford-Burnham Center for Chemical Genomics
SENP1 FRET inh = inhibitors of human SENP1 SUMO protease catalytic domain. inhibition, % at 10 µM. AID 624204. 0.21% of 360,000 active. recombinant SENP1 catalytic domain, CyPet-SUMO1-YPet FRET cleavage. Q9P0U3;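 active means inhibition at least 30% at 10 µM, raw YFP signal under a set limit, fluorescence ratio 0.5 to 1.5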;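 further: 0% = enzyme with DMSO and 100% = no enzyme wells; some results filed as inactive read as strong as hits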
Target sequence (Q9P0U3 419-644 limits assumed): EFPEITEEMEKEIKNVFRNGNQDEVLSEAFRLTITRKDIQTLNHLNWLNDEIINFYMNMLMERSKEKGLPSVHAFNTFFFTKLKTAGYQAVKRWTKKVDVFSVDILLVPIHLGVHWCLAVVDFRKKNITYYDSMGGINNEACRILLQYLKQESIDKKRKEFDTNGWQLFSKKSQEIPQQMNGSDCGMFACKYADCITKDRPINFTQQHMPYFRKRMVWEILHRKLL
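Test system: hSENP1 catalytic domain, recombinant; Amount: 20 pM final SENP1 enzyme; Medium: Tris pH 8 buffer plus EDTA, NaCl, BME, BSA, NP40, catalase; Schedule: 50 min enzyme reaction, room temperature, light-protected; Technique: FRET fluorescence in CFP and YFP emission channels; Controls: no-enzyme wells low, DMSO-plus-enzyme wells high control.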
HKDC1 inh = blocks human hexokinase HKDC1 activity; Q2TB90; recombinant HKDC1, G6PDH/diaphorase resazurin coupled fluorescence; inhibition, % at 20 µM; 0.16% of 340,000 active; AID 493160;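 active means inhibition above about 35% when tested at 20 µM, limit read from the data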;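 further: plate controls were DMSO wells with enzyme for no effect and DMSO wells lacking enzyme for full effect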
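test system = in-house recombinant HK5 (HKDC1) enzyme | amount = HKDC1 at 5 µg/mL | control set = DMSO-enzyme wells negative, buffer-substituted wells positive | compound = one dose of 20 µM, 1% DMSO | schedule = reaction time 90 min, room temperature, protected from light | technique = resorufin fluorescence at 613 nm | reagent = glucose with 1 mM ATP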
SENP8 block-1 = SENP8 protease inhibition. Q96LD8. purified SENP8, Z-RLRGG-aminoluciferin cleavage, luminescence. inhibition, % at 10 µM. 1.2% of 330,000 active. AID 2540; in the data active means inhibition above about 50%
Target sequence (Q96LD8 whole entry, looked up): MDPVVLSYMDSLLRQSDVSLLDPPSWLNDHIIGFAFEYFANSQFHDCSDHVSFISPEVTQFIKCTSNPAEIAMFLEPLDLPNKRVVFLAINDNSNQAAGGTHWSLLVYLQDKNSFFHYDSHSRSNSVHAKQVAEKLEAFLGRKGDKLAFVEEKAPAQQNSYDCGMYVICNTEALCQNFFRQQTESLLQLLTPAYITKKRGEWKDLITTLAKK
SENP7 block = SENP7 protease inhibition; 1.5% of 330,000 active; AID 434973; inhibition, % at 5 µM; Q9BQF6; recombinant SENP7, Z-RLRGG-aminoluciferin luminescence, 40 min;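 active means inhibition above about 50% at the single test dose, limit read from the data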;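 further: plate controls were DMSO with enzyme for no effect and no enzyme buffer wells for full effect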
Target sequence (Q9BQF6 706-1050 limits assumed): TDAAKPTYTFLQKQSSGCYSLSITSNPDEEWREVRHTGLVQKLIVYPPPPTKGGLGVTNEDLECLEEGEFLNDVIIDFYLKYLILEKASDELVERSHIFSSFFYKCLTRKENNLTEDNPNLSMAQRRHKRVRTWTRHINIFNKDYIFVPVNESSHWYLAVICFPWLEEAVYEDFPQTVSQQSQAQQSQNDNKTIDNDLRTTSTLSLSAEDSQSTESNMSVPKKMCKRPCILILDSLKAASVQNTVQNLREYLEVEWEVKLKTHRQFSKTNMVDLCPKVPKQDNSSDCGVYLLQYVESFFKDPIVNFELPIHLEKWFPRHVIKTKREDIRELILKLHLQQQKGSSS
PfGluPho inh = PfG6PD (Plasmodium falciparum) enzyme inhibition; PfGluPho enzyme, NADPH resazurin-diaphorase fluorescence; 0.78% of 350,000 active; AID 504690; inhibition, % at 20 µM;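 active means inhibition reaching at least a set limit at 20 µM in the primary screen, cut at about 59% in these data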;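 further: 0% = DMSO wells with substrate and 100% = DMSO wells lacking glucose-6-phosphate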
SENP8 block-2 = inhibitors of human SENP8 protease; 0.64% of 360,000 active; AID 602440; inhibition, % at 20 µM; recombinant SENP8, Nedd8 substrate fluorescence; Q96LD8; in the data active means inhibition mostly above about 40%, no sharp cut-off; inactive means mostly below about 27%
beta cell repl = inducers of beta-cell replication in MIN6 cells; 0.29% of 330,000 active; MIN6 cells proliferation, ATPlite luminescence, 48 h; cells starved in 0.2% serum; 100% = growth in 10% serum; proliferation, % at 10 µM;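 active means compounds whose signal lies at least 3.5 SD above the mean of all wells on their plate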;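 further: 0% = DMSO-treated cells in low-serum medium and 100% = 10% serum control; some compounds called inactive have numbers as strong as hits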
UBC13 inh = human UBC13 polyubiquitination inhibition; P61088; UBC13 polyubiquitin chain formation, TR-FRET; inhibition, % at 20 µM; 0.47% of 330,000 active; in the data active means inhibition above about 45%, passing the limit was not always enough
Target sequence (P61088 whole entry, looked up): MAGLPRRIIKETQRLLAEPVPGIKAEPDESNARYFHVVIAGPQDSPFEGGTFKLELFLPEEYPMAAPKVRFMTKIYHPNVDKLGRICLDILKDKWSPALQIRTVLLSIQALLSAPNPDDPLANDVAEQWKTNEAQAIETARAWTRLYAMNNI
SENP6 inh = SENP6 protease inhibition | Q9GZR1 | Recombinant SENP6 catalytic domain, aminoluciferin luminescence | inhibition, % at 10 µM | 1.8% of 330,000 active | AID 2599;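 active means inhibition above about 50% at the single tested dose, limit read from the data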;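 further: plate controls were DMSO wells with enzyme for no effect and DMSO wells lacking enzyme for full effect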
Numbers without * were called inactive; nt = not tested or not shown. This is a random part of the collection; overall some 4% were active at least once.

SMILES | SENP1 FRET inh | HKDC1 inh | SENP8 block-1 | SENP7 block | PfGluPho inh | SENP8 block-2 | beta cell repl | UBC13 inh | SENP6 inh
COc1ccc(CN2C(=O)C(O)(CC(=O)c3c(C)n[nH]c3C)c3ccccc32)cc1OC (stereo not drawn) | 1 | 2 | -9 | -8 | -4 | 19 | -3 | -13 | 1
COc1ccc(OC)c(Nc2ncnc3sccc23)c1 | -13 | -2 | -5 | -1 | -1 | -51 | -1 | 0 | 0
Cc1cc(C(=O)Nc2c(C)cccc2C)n(-c2ccccc2)n1 | -1 | -5 | -1 | -2 | 11 | 18 | 4 | -4 | 2
CCN(CC)C(=O)c1sc2[nH]c(=S)n(-c3ccccc3)c(=O)c2c1C | 3 | -10 | -8 | -8 | 31 | 8 | -3 | -4 | 0
Cc1cc(C)cc(N(C(=O)c2ccccn2)C(C(=O)NC2CCCCC2)c2ccncc2)c1 (stereo not drawn) | -1 | -2 | -1 | 4 | -17 | 9 | -2 | -4 | 2
COC(=O)COC(=O)c1ccc(Oc2nc(OC)nc(N(C)C)n2)cc1 | 1 | -5 | -8 | -2 | -4 | 10 | -1 | -11 | 2
COc1ccc([N+](=O)[O-])c(O)c1C(C)=O | 0 | -7 | nt | nt | -5 | 16 | nt | nt | nt
Cc1ccc(NC(=O)NN2CCN(C)CC2)cc1C | 1 | 1 | 3 | 3 | -7 | 7 | -2 | -3 | 0
CC(C)(C)SCCNS(=O)(=O)c1ccc(C#N)cc1 | -2 | -4 | 6 | -8 | 1 | 4 | 0 | 10 | -1
CCCCNC(=S)N(Cc1c(C)noc1C)c1ccccc1 | 3 | -9 | -7 | 5 | -7 | 12 | -1 | 0 | -16
CSc1nc(N)c2cn[nH]c2n1 | 1 | -4 | nt | nt | 16 | -114 | nt | nt | nt
COCCNC(=O)NC(=O)COC(=O)c1ccc2[nH]c3c(c2c1)CCCC3 | -12 | 7 | -1 | -10 | 5 | -70 | 1 | -12 | 3
O=C(NCc1ccc(F)cc1)C1CCCN(S(=O)(=O)c2cccc3nsnc23)C1 (stereo not drawn) | 5 | -6 | 7 | 2 | -10 | 15 | -3 | 1 | -5
CC1CCCN(C(=O)CSCC(=O)Nc2nc(-c3cccs3)cs2)C1 (stereo not drawn) | 3 | 0 | 2 | 3 | 6 | 5 | -4 | 1 | 18
C=CCCOc1ccccc1C(N)=O | 0 | -4 | -10 | 5 | -6 | 3 | 1 | 6 | -15
CNC(=O)N1CCC(C(=O)c2c(C)c(C)c(C)c(C)c2C)CC1 | 3 | -4 | 4 | -3 | -2 | 16 | 1 | 5 | 11
COc1ccc(-c2nc(C#N)c(NCC3CCCO3)o2)cc1 (stereo not drawn) | -1 | 9 | -8 | 0 | -2 | -276 | 0 | -2 | 3
CC1C(C)N(C(=O)CCCl)c2ccccc2N1C(=O)CCCl (stereo not drawn) | -1 | -3 | nt | nt | -19 | 2 | nt | nt | nt
NC(=O)C1(NC2CCCCC2)CCN(Cc2ccccc2)CC1 | -2 | -11 | nt | nt | -5 | 14 | nt | nt | nt
Cc1cccc(NC2=NC(=S)N(CC#N)C23CCCCC3)c1 | -2 | -4 | 1 | 1 | 7 | 2 | -2 | 5 | 5
CCOc1ccc(C(CC(=O)O)NC(=O)COc2ccc3ccccc3c2)cc1OC (stereo not drawn) | -1 | 3 | -10 | 4 | -19 | 12 | -2 | -6 | -18
O=C(Nc1cccnc1)c1cc(-c2ccc(Cl)c(Cl)c2)on1 | -1 | -5 | 33 | 76* | 3 | 12 | -3 | 1 | 55*
COc1ccc2c(C)c(Cc3ccccc3)c(=O)oc2c1OC | 1 | 20 | 0 | 3 | -2 | -461 | -1 | 10 | 3
C#CCOCCOCCOCCNc1nc(N2CCN(C(=O)[C@H](CCCCN)n3cc(C(N)[C@H](C)CC)nn3)CC2)nc(N2CCN(C(=O)[C@H](CCC(=O)O)n3cc(C(N)[C@H](C)CC)nn3)CC2)n1 (stereo partly drawn) | -10 | -10 | -5 | 1 | 25 | 17 | -4 | 11 | 1
CC(C)c1ccc(-c2nn(-c3ccccc3)cc2C(=O)NCC2CCCO2)cc1 (stereo not drawn) | -1 | 5 | -1 | -6 | 15 | 0 | -3 | -2 | -1

An excerpt of these results, with values under each structure:
Results follow in this order: SENP1 FRET inh | HKDC1 inh | SENP8 block-1 | SENP7 block | PfGluPho inh | SENP8 block-2 | beta cell repl | UBC13 inh | SENP6 inh
- COc1ccc(CN2C(=O)C(O)(CC(=O)c3c(C)n[nH]c3C)c3ccccc32)cc1OC (stereo not drawn)
    1 | 2 | -9 | -8 | -4 | 19 | -3 | -13 | 1
- COc1ccc(OC)c(Nc2ncnc3sccc23)c1
    -13 | -2 | -5 | -1 | -1 | -51 | -1 | 0 | 0
- Cc1cc(C(=O)Nc2c(C)cccc2C)n(-c2ccccc2)n1
    -1 | -5 | -1 | -2 | 11 | 18 | 4 | -4 | 2
- CCN(CC)C(=O)c1sc2[nH]c(=S)n(-c3ccccc3)c(=O)c2c1C
    3 | -10 | -8 | -8 | 31 | 8 | -3 | -4 | 0
- Cc1cc(C)cc(N(C(=O)c2ccccn2)C(C(=O)NC2CCCCC2)c2ccncc2)c1 (stereo not drawn)
    -1 | -2 | -1 | 4 | -17 | 9 | -2 | -4 | 2
- COC(=O)COC(=O)c1ccc(Oc2nc(OC)nc(N(C)C)n2)cc1
    1 | -5 | -8 | -2 | -4 | 10 | -1 | -11 | 2
- COc1ccc([N+](=O)[O-])c(O)c1C(C)=O
    0 | -7 | nt | nt | -5 | 16 | nt | nt | nt
- Cc1ccc(NC(=O)NN2CCN(C)CC2)cc1C
    1 | 1 | 3 | 3 | -7 | 7 | -2 | -3 | 0
- CC(C)(C)SCCNS(=O)(=O)c1ccc(C#N)cc1
    -2 | -4 | 6 | -8 | 1 | 4 | 0 | 10 | -1
- CCCCNC(=S)N(Cc1c(C)noc1C)c1ccccc1
    3 | -9 | -7 | 5 | -7 | 12 | -1 | 0 | -16

Next section.
SMILES | SENP1 FRET inh | HKDC1 inh | SENP8 block-1 | SENP7 block | PfGluPho inh | SENP8 block-2 | beta cell repl | UBC13 inh | SENP6 inh
CC(=O)c1cccc(NC2c3ncccc3C(=O)N2Cc2ccco2)c1 (stereo not drawn) | -1 | 2 | -1 | 1 | -8 | -16 | 4 | 5 | -13
Cc1cc(C)c(S(=O)(=O)NCC2CCC(C(=O)NCc3ccccn3)CC2)c(C)c1 (stereo not drawn) | 3 | -5 | -10 | -13 | 8 | 17 | 0 | -13 | 9
N#Cc1ccc(CSc2ncnc3c2cnn3Cc2ccccc2)cc1 | 0 | 2 | 2 | -2 | -10 | -6 | -2 | -1 | -8
CC1=NNC(=O)C1CC(=O)N/N=C/c1cccs1 (stereo not drawn) | -1 | -3 | -4 | 6 | -7 | 3 | 0 | 3 | -18
O=C(NCc1ccco1)C(c1cccnc1)N(C(=O)Cn1nnc2ccccc21)c1ccc(F)cc1 (stereo not drawn) | 2 | 0 | -7 | -4 | -15 | 12 | 1 | 2 | 0
CN(CCC#N)S(=O)(=O)c1ccc2c(c1)c(=O)n(C)c(=O)n2C | 1 | -3 | 8 | 9 | -5 | 6 | 0 | 1 | 3
NC(=O)c1nc(-c2ccco2)nc2c1[nH]c(=O)n2-c1ccc(Cl)c(Cl)c1 | -4 | 12 | 3 | -4 | -13 | -489 | -5 | 7 | 3
CCCCCCn1c(N(CC)CC)nc2c1c(=O)[nH]c(=O)n2C | 0 | 7 | 1 | -3 | -6 | 16 | 5 | 9 | -13
CCn1nc(C(=O)Nc2ccc(Cl)c(S(=O)(=O)N3CCOCC3)c2)c2ccccc2c1=O | 2 | 4 | -2 | 8 | 0 | 1 | 0 | -1 | -8
O=C(CCCCCN1C(=O)c2ccccc2C1=O)Nc1ccccc1F | 1 | -1 | -7 | 3 | -6 | 6 | -3 | 19 | 13
Cc1c(/C=N/NC(=O)c2cccnc2)c2ccccc2n1Cc1ccccc1 | -2 | 17 | 3 | 0 | -8 | -81 | 0 | 4 | 7
COc1ccc(N2C(=O)[C@H]3CCC=C[C@H]3[C@@H]2c2ccccc2Br)cc1 | 1 | 9 | nt | -12 | 11 | 14 | nt | nt | nt
CC(=NCCCN(C)C)C1=C(O)c2ccccc2C1=O | 6 | -8 | -1 | 3 | -10 | 25 | -5 | 4 | 6
C1CCC2(CC1)C1=C(CCCC1)Nc1nnnn12 | -26 | 4 | 7 | 7 | 2 | -5 | -2 | 0 | 8
NS(=O)(=O)CCCc1ccccc1 | -2 | -1 | -9 | 17 | -2 | 17 | 2 | -1 | -17
COc1ccc(-c2nnc3sc(-c4ccccc4OC)nn23)cc1 | 0 | -8 | -3 | -4 | 15 | -34 | -2 | 7 | -16
Cc1cc2nc(-c3cccnc3SCC(=O)NC3CC3)[nH]c2cc1C | nt | nt | 81* | 90* | nt | nt | -3 | 7 | 88*
CCOC(=O)c1ccc(NC(=O)NCc2ccn(CC)n2)cc1 | 1 | -5 | -12 | 3 | -9 | 20 | -1 | 11 | -16
CC1CCN(c2ccccc2NC(=O)c2ccc(F)cc2)CC1 | 3 | 3 | -6 | 1 | -6 | 14 | -2 | 4 | 16
Cc1nc(NC(N)=S)sc1C(=O)Nc1ccccc1 | -19 | -4 | 3 | 13 | 14 | 11 | -3 | 11 | 6
CNc1nc(-c2ccc(OC)cc2)c(-c2ccc(OC)cc2)s1 | 1 | -6 | 3 | 5 | 15 | 3 | -5 | -3 | -22
O=C(N/N=C\c1cccc([N+](=O)[O-])c1O)C1COc2ccccc2O1 (stereo not drawn) | -1 | -18 | nt | nt | -29 | 15 | nt | nt | nt
CC1CC(=O)c2cn3c(nc2C1)nc1ccccc13 (stereo not drawn) | 15 | 9 | -5 | -10 | -5 | -12 | 0 | 8 | -1
Cc1cc(C)nc(SCc2cc(=O)c(OC(=O)c3ccc(S(=O)(=O)N(C)C)cc3)co2)n1 | 1 | -4 | -11 | -11 | 12 | 13 | 1 | -1 | -10
Fc1ccc(-c2nc3ccccc3c3nc4ccccc4n23)cc1 | -1 | -7 | 9 | 0 | 7 | -134 | 0 | 14 | 10
CCCCn1c(SCC(=O)Nc2nnc(C)s2)nnc1-c1ccncc1 | -1 | -10 | -1 | 6 | -11 | 0 | 1 | 0 | -5
CCN(CC)S(=O)(=O)c1ccc(C(C)NC(=O)Cc2c[nH]c3ccccc23)cc1 (stereo not drawn) | -4 | -4 | 3 | -5 | 13 | 6 | -1 | 3 | -4
Cc1cc(=O)n2c(n1)NC(=NCc1ccccc1)NC2c1ccccc1 (stereo not drawn) | -3 | 0 | -6 | -8 | 4 | -30 | 0 | -2 | -11
